Screening data as filed in PubChem BioAssay.
FLuc act counter – firefly luciferase counter-screen for stimulation assays | AID 1027 | ATPlite luciferase biochemical, luminescence, 10 min; 0 = ATP-free wells, 1 = DMSO control | P08659 | activation factor at 10 µM | 200,000 tested, under 10 active;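 active means luciferase activation factor, scaled between plate controls, of at least 2 with compound at 10 µM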
Target sequence (P08659 whole entry, looked up): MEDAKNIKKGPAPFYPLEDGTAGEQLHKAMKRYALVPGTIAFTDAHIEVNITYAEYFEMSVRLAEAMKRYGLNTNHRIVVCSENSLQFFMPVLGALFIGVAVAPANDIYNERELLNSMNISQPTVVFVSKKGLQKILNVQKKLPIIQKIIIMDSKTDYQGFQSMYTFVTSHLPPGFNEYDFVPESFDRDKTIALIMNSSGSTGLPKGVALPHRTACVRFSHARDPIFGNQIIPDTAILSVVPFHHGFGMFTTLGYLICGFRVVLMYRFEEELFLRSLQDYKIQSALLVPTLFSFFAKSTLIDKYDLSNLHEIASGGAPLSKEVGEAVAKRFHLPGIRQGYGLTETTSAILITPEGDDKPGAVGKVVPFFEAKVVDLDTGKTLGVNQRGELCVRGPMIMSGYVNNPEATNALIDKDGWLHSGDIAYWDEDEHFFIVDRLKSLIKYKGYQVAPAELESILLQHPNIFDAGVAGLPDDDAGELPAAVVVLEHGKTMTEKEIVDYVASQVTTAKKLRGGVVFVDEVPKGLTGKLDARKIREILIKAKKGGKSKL
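System: cell-free luciferase reagent; medium: PBS as buffer for the ATP substrate; doses: test compounds dosed from 2 mM stocks in 100% DMSO; incubation: 10 min, room temperature; measured by: luminescence from luciferase reaction; read-out: luciferase activation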
NF-kB expr up – compounds increasing NF-kB expression in human neuronal cells. NF-kB reporter expression; stronger effect = higher value. fold change at 12.5 µM. 190,000 tested, 1.6% active. AID 1239; in the data active means fold change above about 3.3
ROMK mod – modulates human ROMK potassium channel activity; AID 1918; B-score at 10 µM; Tet-inducible ROMK, thallium flux fluorescence; actives lie on both sides; 130,000 tested, 2% active;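 active means signal ratio slope over the read window, or its plate-corrected B-score, at least 3 SD from the plate mean, either direction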;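 further: B-score of the F/F0 ratio slope over 7 to 12 s after thallium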
Target sequence (P48048 whole entry, looked up): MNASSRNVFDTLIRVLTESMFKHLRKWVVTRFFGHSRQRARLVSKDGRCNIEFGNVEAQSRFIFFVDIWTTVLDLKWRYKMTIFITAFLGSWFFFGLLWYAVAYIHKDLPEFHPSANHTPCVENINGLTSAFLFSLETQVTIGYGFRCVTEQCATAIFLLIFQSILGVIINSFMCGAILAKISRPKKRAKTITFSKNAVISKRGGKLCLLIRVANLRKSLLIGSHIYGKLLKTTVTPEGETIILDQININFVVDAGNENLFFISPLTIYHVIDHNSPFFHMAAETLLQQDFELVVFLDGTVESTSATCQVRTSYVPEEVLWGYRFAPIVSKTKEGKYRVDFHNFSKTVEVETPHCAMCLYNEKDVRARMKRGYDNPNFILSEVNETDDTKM
STAT3 act – STAT3 signaling activation; U3A cells, IL-6 STAT3-luciferase reporter, luminescence; 100% = signal with IL-6 EC80 alone; activation (% of control), % at 5.6 µM; 190,000 tested, 0.91% active; AID 871;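 active means activation above the screen-wide mean of compound activation plus 3 SD, cut at about 130% in these data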;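 further: 0% = background luminescence of wells with medium and substrate only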
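System – human U3A cells carrying STAT3-luciferase construct · Probe or stimulus – Interleukin-6, 33 ng/mL · Schedule – compound 1 h, then IL-6 6 h at 37 °C · Signal – luminescence from STAT3-driven luciferase reporter · Evaluation – percent of IL-6-only median luminescence · Benchmarks – IL-6-only high control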
STAT1 act – increases IFN-gamma driven STAT1 reporter signal; NIH 3T3 STAT1-luciferase reporter, luminescence; 100% = IFN-gamma alone, no compound; activation (% of control), % at 5.5 µM; 200,000 tested, 2.6% active; AID 932;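 active means activation above the screen-wide mean activation plus 3 SD, cut at about 130% in these data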;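 further: raw ratio to IFN-gamma control signal so 100% means no change and 0% no light; values of inactives mirror those of a sister screen read the other way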
STAT3 blocker – inhibitors of IL-6 induced STAT3 signaling; U3A cells, IL-6 STAT3-luciferase reporter, luminescence; host cell line lacks STAT1; inhibition, % at 5.5 µM; 190,000 tested, 0.89% active;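 active means inhibition above the mean inhibition across all screened compounds plus 3 SD, cut at about 44% in these data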;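 further: 0% = DMSO only wells and 100% = 100 µM nifuroxazide control wells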
APP 5'UTR act – APP 5'UTR luciferase reporter activation; activation, % at 2 µM; SH-SY5Y APP 5'UTR luciferase reporter, luminescence; zero percent = DMSO vehicle wells; AID 1276; 190,000 tested, 1% active;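 active means activation above a set limit, based on mean plus 3 SD of controls, cut at about 140% in these data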; further: values of inactives mirror those of a sister screen read the other way
STAT1 inh – inhibitors of IFN-gamma induced STAT1 signaling | NIH 3T3 STAT1-luciferase reporter, luminescence | 200,000 tested, 0.35% active | inhibition, % at 5.5 µM;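 active means inhibition above a set limit, the mean inhibition across all tested compounds plus 3 SD, cut at about 34% in these data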;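 further: 0% = IFN-gamma with DMSO and 100% = IFN-gamma with 300 µM nifuroxazide; values of inactives mirror those of a sister screen read the other way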
FLuc inh counter – inhibits firefly luciferase, flagging false hits in luciferase inhibition screens; 200,000 tested, 1.5% active; inhibition, % at 10 µM; ATPLite firefly luciferase biochemical luminescence, 10 min; P08659;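 active means inhibition above about 50% when tested at 10 µM, limit read from the data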
APP 5UTR inh – APP translation inhibition; SH-SY5Y APP 5'UTR-luciferase reporter, luminescence; inhibition, % at 2 µM; 190,000 tested, 0.82% active; AID 1285;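 active means inhibition above a set limit, derived from the sample mean plus 3 SD, cut at about 45% in these data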; further: values of inactives mirror those of a sister screen read the other way
An asterisk follows results filed as active; nt = no result given.

1) O=C(C[n+]1ccn(CCCNP2(=O)C=C(c3ccccc3)OC(c3ccccc3)=C2)c1)c1cccs1
2) C/C(=N\NC(=O)C(NC(=O)c1ccccc1)C(C)C)c1ccccc1 (configuration not stated)
3) CCCCC(=O)Nc1ccc2c3c(cccc13)CC2
4) COc1cccc(CNn2cnnc2)c1OCc1ccc(F)cc1
5) O=C(NCc1ccncc1)C1CCCCC1
6) FC(F)(F)c1cnc2c(-c3ccccc3)n[nH]c2c1
7) CCCCn1c(-c2csc(CCC)c2)n[nH]c1=S
8) NS(=O)(=O)c1ccc(NC(=S)NC2CCCCC2)cc1
entry no.,1,2,3,4,5,6,7,8
FLuc act counter,1.1,1.1,1,1,1.1,1,1,1
NF-kB expr up,1.3,1.1,1.2,1,0.67,1.8,1.1,1.2
ROMK mod,-1.5,0.45,-0.99,nt,0.61,-0.4,-1.6,-0.76
STAT3 act,99,108,92,103,97,107,96,101
STAT1 act,108,99,101,104,103,161*,98,94
STAT3 blocker,4,-1,8,1,3,-7,7,0
APP 5'UTR act,-16,-8,2,9,0,47,0,2
STAT1 inh,-10,1,1,-4,-4,-66,0,4
FLuc inh counter,-12,-6,0,-4,-7,-2,-4,-1
APP 5UTR inh,16,8,-2,-9,0,-47,0,-2

9) Cc1cccn2c(=O)c3cc(C#N)c(=N)n(CC4CCCO4)c3nc12 (configuration not stated)
10) CCOc1ccccc1-c1nc(-c2ccc(NC(=O)Cc3ccc(OC)cc3)cc2)no1
11) CCN(CC)CCOC(=O)C1(C2CCCCC2)CCCCC1
12) Cc1cccc(NC(=O)C2Cc3ccccc3CN2C(=O)OCc2ccccc2)c1C (configuration not stated)
13) Cc1ccc([N+](=O)[O-])cc1N(CC(=O)Nc1ccc(S(=O)(=O)Nc2cccc(C(F)(F)F)c2)cc1)S(C)(=O)=O
14) CCOc1cc(C(=S)N2CCOCC2)ccc1OC(=O)/C=C/c1ccc(OC)c(OC)c1
15) COc1ccc(OC)c(S(=O)(=O)Nc2cccc(F)c2)c1
16) Oc1ccc2ccccc2c1C=NCc1cn2ccsc2n1
entry no.,9,10,11,12,13,14,15,16
FLuc act counter,nt,1.1,1.1,1.1,1,1,1,1
NF-kB expr up,nt,1.1,1.1,0.77,0.85,1,0.9,0.93
ROMK mod,0.72,0.51,nt,-0.75,1.5,-0.32,-1.1,nt
STAT3 act,104,86,109,101,93,108,98,113
STAT1 act,102,102,97,95,107,90,97,110
STAT3 blocker,-2,18,-7,-1,12,-4,3,-9
APP 5'UTR act,-6,3,-7,-1,-10,19,4,6
STAT1 inh,-2,-2,4,6,-8,11,3,-11
FLuc inh counter,nt,-9,-7,-5,-4,1,-4,-3
APP 5UTR inh,6,-3,7,1,10,-20,-4,-6

17) Cn1c(=O)c2c(nc(CN3CCN(C(=O)c4ccco4)CC3)n2CCCc2ccccc2)n(C)c1=O
18) COc1ccc(NC(=O)COC(=O)CCNS(=O)(=O)c2ccccc2)cc1OC
19) CC(=O)OCCc1c(C)nc2nc[nH]n2c1=O
20) Cc1cc(C)c2c(N)c(-c3nc4ccccc4[nH]3)sc2n1
21) Cc1ccc2nc(N/N=C\c3ccc([N+](=O)[O-])o3)nc(-c3ccccc3)c2c1
22) C=CCNC(=O)c1c(Cl)nc(C)c([N+](=O)[O-])c1C
23) NC(=O)C1(NC(=O)[C@@H]2CC3(CC(c4cccc(NC(=O)[C@@H]5CCC(=O)N5)c4)=NO3)CN2C(=O)Cc2ccc(C(F)(F)F)cc2)CC1 (some centres not stated)
24) CN1/C(=C\C=C2/SC(=S)N(CC(=O)O)C2=O)C(C)(C)c2ccccc21
entry no.,17,18,19,20,21,22,23,24
FLuc act counter,1,1.1,1,1.1,1,1,1.1,0.8
NF-kB expr up,0.65,1.3,1.1,2.7,0.88,1.4,1.2,0.71
ROMK mod,nt,-0.57,1.5,nt,-0.44,0.72,0.061,nt
STAT3 act,107,96,107,171*,82,105,105,103
STAT1 act,96,99,95,114,104,104,101,73
STAT3 blocker,1,7,-2,-76,27,-2,2,0
APP 5'UTR act,8,2,10,142*,-11,-4,9,15
STAT1 inh,4,1,6,-16,-4,-4,-1,27
FLuc inh counter,-3,-8,-5,-10,0,-3,-6,15
APP 5UTR inh,-8,-2,-10,-142,11,4,-9,-15

From compound 21 to 24, copied from above:
21) Cc1ccc2nc(N/N=C\c3ccc([N+](=O)[O-])o3)nc(-c3ccccc3)c2c1
22) C=CCNC(=O)c1c(Cl)nc(C)c([N+](=O)[O-])c1C
23) NC(=O)C1(NC(=O)[C@@H]2CC3(CC(c4cccc(NC(=O)[C@@H]5CCC(=O)N5)c4)=NO3)CN2C(=O)Cc2ccc(C(F)(F)F)cc2)CC1 (some centres not stated)
24) CN1/C(=C\C=C2/SC(=S)N(CC(=O)O)C2=O)C(C)(C)c2ccccc21
entry no.,21,22,23,24
FLuc act counter,1,1,1.1,0.8
NF-kB expr up,0.88,1.4,1.2,0.71
ROMK mod,-0.44,0.72,0.061,nt
STAT3 act,82,105,105,103
STAT1 act,104,104,101,73
STAT3 blocker,27,-2,2,0
APP 5'UTR act,-11,-4,9,15
STAT1 inh,-4,-4,-1,27
FLuc inh counter,0,-3,-6,15
APP 5UTR inh,11,4,-9,-15

(further entries)
25) CC(C)(CSc1nncn1N)NS(=O)(=O)c1ccc(Cl)cc1
26) Cc1cc(C(=O)CSC(C)c2nc3ccccc3c(=O)[nH]2)c(C)n1C (configuration not stated)
27) Cc1nnc(-c2cnn(C)c2N)n1Cc1cccc(Cl)c1
28) CC(=O)c1c(C)oc2ccc(N(C(=O)c3ccncc3)S(=O)(=O)c3ccccc3)cc12
29) OCCN1CCN(CC(O)COc2ccc(Cl)cc2)CC1 (configuration not stated)
30) CCN(CC)C(=S)Nc1ccc(OC)cc1
31) CCCn1c2ccccc2c2nnc(SCC(=O)Nc3ncccn3)nc21
32) COc1cc(C=O)ccc1OCCSc1ccc(C)cc1
entry no.,25,26,27,28,29,30,31,32
FLuc act counter,1.1,1,1,1.1,1.1,1,1,1
NF-kB expr up,1.1,0.85,1.3,1.2,1.2,1.3,0.65,1.4
ROMK mod,nt,0.66,0.31,-0.4,-0.034,0.67,nt,nt
STAT3 act,97,100,107,86,105,97,113,104
STAT1 act,98,98,103,76,106,97,106,113
STAT3 blocker,6,2,-8,17,0,6,-13,5
APP 5'UTR act,15,-9,9,14,23,-4,1,-11
STAT1 inh,2,3,-4,25,-6,3,-2,-13
FLuc inh counter,-6,-3,-1,-7,-11,-5,-3,-4
APP 5UTR inh,-15,9,-9,-14,-23,4,-1,11

33) CCC(=O)NC(Nc1sc2c(c1C(=O)OC)CCC2)C(Cl)(Cl)Cl (configuration not stated)
34) COc1ccc(C(=O)N/N=C/c2ccc3cccc(OCc4ccccc4)c3n2)cc1
35) CCn1cc(S(=O)(=O)c2ccc(C)cc2)[nH]c1=O
36) CCOC(=O)c1[nH]c2ccc(Br)cc2c1NC(=O)CCN1CCN(C(=O)OCC)CC1
37) Cc1cccc(N2CCN(C(=O)COc3cccc4c3OC(C)(C)C4)CC2)c1C
38) O=[N+]([O-])c1cc(-c2ccc(C(=S)N3CCOCC3)o2)ccc1Cl
39) Cc1cc(=O)oc2cc(OCC(=O)OCc3nnc(-c4ccccc4)o3)ccc12
40) CCN(CC)CCCN1C(=O)C(O)=C(C(=O)c2ccco2)C1c1ccc(OC(C)C)cc1 (configuration not stated)
entry no.,33,34,35,36,37,38,39,40
FLuc act counter,1,0.8,1.1,1,1.1,0.8,1,1
NF-kB expr up,0.93,0.49,1,0.8,0.82,1.8,1.2,0.73
ROMK mod,nt,-0.094,0.35,-1.4,nt,0.17,nt,-0.14
STAT3 act,103,107,92,104,102,110,96,100
STAT1 act,98,122,98,99,111,94,105,102
STAT3 blocker,-4,0,11,1,-7,1,10,3
APP 5'UTR act,1,17,8,33,7,16,4,-1
STAT1 inh,2,-24,2,1,-13,6,-6,-2
FLuc inh counter,0,19,-8,1,-5,17,-2,-3
APP 5UTR inh,-1,-17,-8,-33,-7,-16,-4,1

41) C=CCOc1ccc(CNc2ccc(NC(=O)CCC)cc2)cc1OCC
42) CCc1ccc(C2=NN(CCC(=O)NC(C)c3ccc4c(c3)OCCO4)C(=O)CC2)cc1 (configuration not stated)
43) O=C1C=C(c2ccc(Cl)cc2)OC2(CCCC2)O1
44) O=C(CSc1nccn1-c1ccc(Cl)cc1)NCc1ccc2c(c1)OCO2
45) O=C(Cn1cncn1)N/N=C/c1c2ccccc2cc2ccccc12
46) COc1ccc(C(=O)N/N=C(/C)c2ccc(N3CCCCC3)cc2)cc1
47) COC(=O)c1ccc(C2/C(=C(\O)c3cccc(OC)c3)C(=O)C(=O)N2CCCN2CCOCC2)cc1 (configuration not stated)
48) O=C(Oc1ccc2c(=O)c(Cl)coc2c1)c1cccnc1
entry no.,41,42,43,44,45,46,47,48
FLuc act counter,1,1.1,1,1,1.1,1,1,1
NF-kB expr up,0.95,0.99,1.1,1.2,1.3,1.2,1,1.1
ROMK mod,nt,-0.71,nt,nt,nt,-0.003,-0.097,nt
STAT3 act,95,102,102,97,98,97,108,107
STAT1 act,94,94,105,98,105,112,104,103
STAT3 blocker,10,0,2,8,7,8,-6,-7
APP 5'UTR act,-10,12,10,5,0,14,-3,5
STAT1 inh,6,5,-5,2,-6,-14,-5,-3
FLuc inh counter,-3,-10,0,-4,-7,1,-5,-1
APP 5UTR inh,10,-12,-10,-5,0,-14,3,-5

49) O=C(CCSc1nc2ccccc2s1)N/N=C/c1c(O)ccc2ccccc12
50) COc1cccc(-c2nc(CS(=O)(=O)CC(=O)NCCCOC(C)C)c(C)o2)c1
51) COc1ccc(CNC(=O)CSc2n[nH]c(C)c2[N+](=O)[O-])cc1
52) CC(=O)c1cccc(NC(=O)N2C3CCC2CC(NC(=O)C2CC2)C3)c1 (configuration not stated)
53) CCOC(=O)c1nn(C)c(C)c1Cl
54) CC1CCCN(C(=O)c2ccc(COc3ccccc3Br)cc2)C1 (configuration not stated)
55) CS(=O)(=O)N(CCC#N)Cc1ccc(C=O)o1
56) COc1ccc(N2CCN(Cc3nc4c(c(=O)[nH]c(=O)n4C)n3CCCc3ccccc3)CC2)cc1
57) CN(C)S(=O)(=O)c1cccc(C(=O)OCC(=O)Nc2sccc2C(N)=O)c1
58) CCOc1ccc(NC(=O)/C(C#N)=C/c2ccc(N3CCCC3)c(C)c2)cc1
59) CC(c1ccccc1)n1cc(C(=O)NCCCn2ccnc2)nn1 (configuration not stated)
entry no.,49,50,51,52,53,54,55,56,57,58,59
FLuc act counter,1.1,1,1,1.1,1,1.1,1,1,nt,1,1.1
NF-kB expr up,1,1.1,0.95,1.2,1,1.1,0.95,0.66,0.5,1,1.3
ROMK mod,nt,nt,0.19,0.046,0.24,-0.005,nt,nt,-1.4,1,nt
STAT3 act,106,110,93,101,109,90,97,110,82,106,110
STAT1 act,90,99,101,104,101,106,96,98,94,96,103
STAT3 blocker,-4,-6,8,4,-5,9,8,-2,25,-6,-7
APP 5'UTR act,-52,-10,1,-4,19,-4,2,-6,0,nt,-7
STAT1 inh,11,2,-2,-6,-1,-6,3,2,6,4,-3
FLuc inh counter,-6,-3,-4,-6,-1,-8,-2,-1,nt,-1,-8
APP 5UTR inh,52*,10,-1,4,-19,4,-2,6,0,nt,7
